Assay outcomes (PubChem)
PI5P4Ka inh: inhibitors of human PI5P4K alpha | 1.2% of 330,000 active | max response, % | AID 652105 | PI5P4Kalpha enzyme, ADP-Glo luminescence, 60 min; active compounds read low | P48426; active = max response of -50% or lower; inconclusive = between -30% and -50%; inactive = -30% or higher; note: value at the top dose of about 77 µM; % is set by controls: 0 for no effect and ±100 for the full control effect
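Controls without substrate or without enzyme flank wells where PI5P4Kalpha converts substrate using 5 microM ATP (final). Incubation lasts 60 minutes at room temperature; ADP formed is read by ADP-Glo luminescence.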
CCT modulator: changes cytosolic chaperonin activity | purified chaperonin ATPase assay, HTRF ADP detection, 30 min | activity change, % (concentration not given with the values), hits read low | 0.3% of 360,000 active | AID 651819; in the data active = activity change below about -30%; note: % is set by controls: 0 for no effect and ±100 for the full control effect
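ATPase activity: ADP formed was measured by HTRF Transcreener (665/615 nm ratio) after 30 min at 37 deg C with 10 uM ATP. Compounds screened at one 76 uM concentration against 40 or 20 nM TRiC in Tris pH 7.4/KCl/MgCl2/DTT buffer.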
Mm-Cpn inhibitor: M. maripaludis TRiC chaperonin inhibition; purified Mm-Cpn ATPase, ADP Transcreener TR-FRET; Potency, µM (series often up to 76.9 µM), for inactives: top-dose activity, negative = inhibition, usual class: inhibitors; 0.031% of 330,000 active; AID 504842; note: potency is the fitted concentration of half-maximal effect; % is set by controls: 0 for no effect and ±100 for the full control effect; nearly all actives have a fitted effect of over 80% in size
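ATPase read-out: TR-FRET ADP immunoassay (anti-ADP Eu cryptate vs ADP-d2), ex 320 nm, em 590/665 nm; signal drops as ADP forms. Enzyme 25 nM, ATP 10 uM, 30 min at 37°C after 10 min compound preincubation.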
EPAC2 antag: blocks human EPAC2 exchange factor | Q8WZA2 | EPAC2 GEF exchange of Rap1B-BODIPY-GDP, fluorescence | Potency, µM (series often up to 114 µM), for the others: top-dose activity, negative = inhibition, actives largely listed as inhibitors | 0.18% of 360,000 active; note: potency is the fitted concentration of half-maximal effect; % is set by controls: 0 for no effect and ±100 for the full control effect; nearly all actives have a fitted effect of over 45% in size; many of its hits are not listed in these tables
Target sequence (Q8WZA2 whole entry, looked up): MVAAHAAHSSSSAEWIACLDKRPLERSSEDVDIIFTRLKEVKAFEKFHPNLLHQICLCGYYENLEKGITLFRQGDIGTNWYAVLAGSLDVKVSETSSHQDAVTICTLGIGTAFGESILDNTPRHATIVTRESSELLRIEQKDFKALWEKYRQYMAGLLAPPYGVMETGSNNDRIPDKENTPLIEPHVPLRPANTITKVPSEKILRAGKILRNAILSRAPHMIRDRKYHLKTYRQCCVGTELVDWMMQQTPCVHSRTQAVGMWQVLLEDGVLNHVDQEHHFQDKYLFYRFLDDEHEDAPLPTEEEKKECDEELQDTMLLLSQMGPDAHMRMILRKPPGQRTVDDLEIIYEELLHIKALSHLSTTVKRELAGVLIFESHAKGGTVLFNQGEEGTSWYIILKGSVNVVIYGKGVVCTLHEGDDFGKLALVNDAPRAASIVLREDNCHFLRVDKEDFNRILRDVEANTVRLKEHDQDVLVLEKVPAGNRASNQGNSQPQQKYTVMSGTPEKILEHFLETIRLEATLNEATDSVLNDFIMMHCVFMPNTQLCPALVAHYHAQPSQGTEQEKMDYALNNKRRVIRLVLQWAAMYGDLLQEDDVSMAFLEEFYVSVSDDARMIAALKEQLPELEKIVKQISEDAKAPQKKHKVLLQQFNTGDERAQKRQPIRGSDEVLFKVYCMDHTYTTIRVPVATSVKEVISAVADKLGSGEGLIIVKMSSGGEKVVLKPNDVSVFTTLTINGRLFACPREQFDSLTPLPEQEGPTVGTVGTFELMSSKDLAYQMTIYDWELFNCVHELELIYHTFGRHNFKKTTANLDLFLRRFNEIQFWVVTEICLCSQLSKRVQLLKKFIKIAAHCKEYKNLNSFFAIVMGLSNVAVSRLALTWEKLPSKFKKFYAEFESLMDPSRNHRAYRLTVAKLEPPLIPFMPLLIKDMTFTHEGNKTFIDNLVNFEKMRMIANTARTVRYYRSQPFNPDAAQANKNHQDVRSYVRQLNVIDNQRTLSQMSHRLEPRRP
WRN helicase inh: inhibitors of human WRN helicase; WRN helicase unwinding, fluorescent forked duplex, kinetic; 0.46% of 360,000 active; Potency, µM (doses to about 114 µM), for inactives: top-dose activity change, negative = inhibition, hits mostly inhibitors; Q14191; note: potency is the fitted concentration of half-maximal effect; % is set by controls: 0 for no effect and ±100 for the full control effect; nearly all actives have a fitted effect of over 55% in size
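Fluorescence dequenching readout, ex 525 nm/em 598 nm, kinetic mode: forked duplex DNA (100 nM final) with adjacent fluorophore and quencher unwound by WRN (20 nM final) with 2 mM ATP. Compound preincubation 15 min, room temperature.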
PLK1 PBD inh: PLK1 (human) polo-box domain binding inhibition; Potency, µM, for inactives: max response, negative = inhibition, most hits filed as inhibitors; 2.8% of 360,000 active; Plk1 PBD binding of FITC phosphopeptide, fluorescence polarization; AID 720504; P53350; note: potency is the fitted concentration of half-maximal effect; series mostly up to about 57 µM; % is set by controls: 0 for no effect and ±100 for the full control effect; nearly all actives have a fitted effect of over 65% in size
EPAC1 antag: antagonists of human EPAC1; Potency, µM (top dose mostly 115 µM), for the others: at the highest dose activity change, negative = inhibition, usual class: inhibitors; 0.14% of 360,000 active; EPAC1 GEF assay, Rap1b-BODIPY-GDP exchange fluorescence; O95398;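 note: potency is the fitted concentration of half-maximal effect; plate controls were vehicle for no effect and positive control for full effect; nearly all actives have a fitted effect of over 50% in size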
EPAC1 ag: EPAC1 (human) agonism | EPAC1 agonist qHTS, biochemical assay; response scale: 100% = response to 6.5 mM cAMP | Potency, µM (top dose mostly 154 µM), without a hit: at the highest dose activation, usual class: activators | 0.073% of 360,000 active; note: potency is the fitted concentration of half-maximal effect; nearly all actives have a fitted effect of over 60% in size
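Fluorescent GDP-exchange assay: 100 nM EPAC1 with 250 nM Rap1B preloaded with BODIPY-GDP and 50 uM GDP; compounds tested as concentration series, 5 min at room temperature, then read every 5 min for 30 min (ex 480/em 540 nm); normalized to 6.5 mM cAMP.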
Numbers without * were called inactive; ? = inconclusive; . = no result given; & = joins results of further samples; [ ] = dose if it differs, or a comment. Unless noted, calls come from the whole dose curve; as a rule, active = well fitted curve in the direction sought with a large enough effect; inconclusive = small, poorly fitted or top-dose-only effect, or another doubt; inactive = no such curve, though single readings can be large; an effect the other way counts as inactive or inconclusive. These rows are one share of the data. The share of hits here may be higher or lower than overall.

Value order – PI5P4Ka inh	CCT modulator	Mm-Cpn inhibitor	EPAC2 antag	WRN helicase inh	PLK1 PBD inh	EPAC1 antag	EPAC1 ag
CCC(C)(C)NC(=O)C(c1cccnc1)N(CCOC)C(=O)Cn1nnc2ccccc21 (centres undefined)
 : -6	-2.0	0%	7%	-7%	3%	0%	-12%
COc1ccc(CC(=O)NCc2nnc(SCC(=O)Nc3ccc(OC)cc3)n2C)cc1
 : 1	-2.9	1%	-3%[57.1 µM]	11%	-12%	5%	-3%
O=C(CSc1nc2c(c(=O)[nH]1)CCC2)Nc1cccc(Cl)c1
 : .	-1.2	1%	11%	2%	-8%	8%	3%
C[C@]12CCC(=O)CC1CCC1C2CC[C@@]2(C)C1CC[C@@]21CCO1 (some centres undefined)
 : 19	-0.8	-1%	19%	6%	3%	0%	-3%
CC1=C(C(=O)N(C)C)CC(CC(=O)NCc2cccs2)C(=O)N1CCC1=CCCCC1 (centres undefined)
 : 0	0.6	.	0%	4%	-5%	5%	-16%
CCOc1ccc(C(=O)NCC(=O)OCCN2C(=O)c3ccccc3C2=O)cc1OCC
 : 2	2.3	2%	1%	-2%	1%	7%	9%
COc1ccc(S(=O)(=O)N2CCCCCC2)cc1NC(=O)CN1C(=O)CNC1=O
 : -4	-1.2	2%	22%	-3%	7%	3%	-1%
CCn1c(SCC(=O)N2CCN(c3ccccc3)CC2)nc2c([nH]c3ccccc32)c1=O
 : -5	-1.6	-2%	12%	-8%	0%	-6%	2%
CC1(C(=O)N2CC3(CC(c4cccc([N+](=O)[O-])c4)=NO3)C[C@H]2C(=O)NCC(N)=O)CC1 (some centres undefined)
 : -3	-1.0	-1%	8%	5%	-7%	-3%	6%
COc1ccc(CNC(=O)C(=O)NCC2OCCN2S(=O)(=O)c2ccc(OC)c(OC)c2)cc1 (centres undefined)
 : -2	-1.5	-23%	-1%	-25%	1%	-4%	4%
CC(=O)Oc1cc2c(cc1Cl)C(c1cccs1)CC1(CC(C)(C)NC(=S)N1)O2 (centres undefined)
 : -2	1.9	-1%	-1%	-18%[57.1 µM]	-6%	-6%	2%
COc1ccc2nc3n(c(=O)c2c1)-c1ccc(Cl)cc1C(=O)NC3Cc1ccc(O)cc1 (centres undefined)
 : 3	-1.0	.	9%	-2%	-1%	-2%	1%
Cc1ccc(C(=O)NCCc2n[nH]c(=S)n2C)cc1
 : -4	-1.4	0%	-2%	-4%	-11%	0%	7%
CC(/C=C1\SC(=Nc2cccnc2)NC1=O)=C\c1ccccc1
 : ?	-0.4	2%	2%	?	27µM*	-27%	2%
c1ccc(CNCc2ccco2)cc1
 : 4	1.7	1%	2%	0%	4%	-15%	-5%
COc1ccc(S(=O)(=O)N(C)CC(=O)Nc2cccc(C(C)=O)c2)cc1
 : .	-2.7	2%	8%	-18%	1%	0%	-7%
CCc1ccccc1NC(=O)CSc1nc2[nH]c(=O)cc(O)c2s1
 : ?	0.9	1%	-2%	-33%	-11%	?	-1%
COc1cccc(CNC(=O)c2ccc(N3CCOCC3)c([N+](=O)[O-])c2)c1
 : 2	1.4	3%	-2%	3%	0%	7%	4%
O=C(Nc1ccccc1C(=O)NCc1cccnc1)c1cccc([N+](=O)[O-])c1
 : -1	-1.8	2%	-3%	1%	-21%	-17%	8%
COc1ccc(/C=C/C(=O)OCC(=O)N2CCCC2)c(OC)c1
 : -5	1.6	1%	-1%	-6%	2%	0%	2%
CCOC(=O)N1CCN(c2c(N3CCN(C(=O)OCC)CC3)c(=O)c2=O)CC1
 : 0	1.3	-1%	1%	-3%	-12%	?	1%
COc1ccc(Cl)cc1NC(=O)c1cnc2sccn2c1=O
 : 10	0.0	1%	11%	-6%	-3%	5%	10%
Cc1cccc(S(=O)(=O)NC(=O)C2(C)CCN2C(=O)CCC2CCCC2)c1 (centres undefined)
 : -4	1.7	.	-5%	1%	-3%	1%	9%
COC(=O)[C@]12CCCCC=C1N(Cc1cccc3ccccc13)C(=O)[C@H](CC(=O)NCCC(C)C)C2
 : 4	-5.8	.	-12%	-1%	-11%	?	-1%
CCOC(=O)c1c(NC(=O)CN2CCC(C)CC2)sc(C)c1C
 : 9	-0.6	0%	?	2%	-4%	-12%	18%
C=CCNC(=S)N(Cc1ccccc1)Cc1ccccc1
 : 2	-1.4	0%	-15%	-5%	2%	-1%	5%
Cn1c(CNS(=O)(=O)c2cccc(Cl)c2)cc(=O)n(C)c1=O
 : 0	0.6	-3%	15%	7%	-3%	18%	-4%
OCC1(CCOc2ccccc2)CCN(Cc2ccccc2C(F)(F)F)CC1
 : 19	-2.4	-1%	-7%	5%	-21%	-28%	1%
O=C(CCCSc1nnc(Nc2ccccc2F)s1)N1CCOCC1
 : -5	-2.6	2%	12%	-3%	-19%	2%	2%
NC1=NN=C(N2N=C(c3ccco3)CC2(O)C(F)(F)F)n2ncnc2C1 (centres undefined)
 : 4	-1.1	0%	-5%	2%	-22%	-28%	3%
COc1ccc(C(=O)C2CCN(CC(=O)Nc3ccc(C)cc3)CC2)cc1
 : -8	-3.7	2%	-3%	-9%	-11%	-5%	9%
C[C@H](CO)N1C[C@H](C)[C@@H](CN(C)S(=O)(=O)c2ccc(-c3ccccc3)cc2)OCc2cn(nn2)CCCC1=O
 : -4	-1.7	.	-10%	9%	7%	8%	5%
O=C(CN1C(=O)NC2(CCCCCC2)C1=O)N1CCN(S(=O)(=O)c2ccccc2)CC1
 : 5	0.8	0%	2%	3%	-4%	5%	6%
O=C(Nc1cccc(C(=O)O)c1)/C(=C\C=C\c1ccccc1)NC(=O)c1ccccc1
 : 1	-3.1	1%	2%	4%	-2%	29%	-5%
CC(C)NS(=O)(=O)c1ccc(OCC(=O)NCC2CCCO2)c(Cl)c1 (centres undefined)
 : .	-2.2	-8%	-1%	-1%	-5%	1%	8%
CCCCN(C(=O)c1cnc(C)cn1)c1c(N)n(CCC)c(=O)[nH]c1=O
 : 4	0.6	1%	-5%	-10%	-11%	1%	-9%
C=CCN1C(=O)C(Cc2ccccc2)SC1=Nc1ccc(C(=O)O)cc1 (centres undefined)
 : 6	-1.5	-7%	-5%	-25%[57.1 µM]	0%	11%	5%
CC1=CC(C)(C)N2C(=O)C3(N=C(N)NC(Nc4ccccc4)=N3)c3cc(C)cc1c32 (centres undefined)
 : -12	-2.6	1%	4%	-2%	-1%	-2%	6%
CN(CC(=O)Nc1ccccc1C(F)(F)F)C(=O)CCc1nc2sc3c(c2c(=O)[nH]1)CCCC3
 : -22	-1.6	-1%	-7%	7%[11.6 µM]	3%	-18%	-7%
CCOC(=O)CNC(=S)SC
 : 1	-0.1	-1%	-1%	-10%	0%	10%	10%
Cc1ccc(C)c(OCCCN2CCNCC2)c1
 : 8	0.2	0%	4%	4%	-7%	-9%	15%
CCOc1ccc(NS(=O)(=O)c2ccc(C(=O)N(C)CC(=O)Nc3ccc(C)cc3)cc2)cc1
 : 1	-4.7	3%	-5%	-21%	-5%	-18%	-11%
COCCN(C(=O)CNC(=O)c1ccco1)C(C(=O)NC1CCCC1)c1ccc(OC)cc1 (centres undefined)
 : -8	-2.6	-1%	-1%	-11%	5%	12%	-10%
C=CCN(CC=C)S(=O)(=O)c1ccc(C(=O)Nc2nnc(CSC)o2)cc1
 : 1	0.0	-1%	-8%	9%	-5%	-15%	-11%
CCOc1ccc(Cl)cc1S(=O)(=O)N1CCC(C(=O)NCC2CCCO2)CC1 (centres undefined)
 : 0	-0.3	1%	2%	15%	-26%	27%	3%
O=CNCCCc1nc2ccccc2n1Cc1cccc2ccccc12
 : .	0.7	0%	-2%	7%	-11%	3%	1%
CCOc1c(C)cc(-c2ncccc2O)cc1C
 : .	-2.6&1.4	1%&-2%	-6%&7%	-1%&-10%	-8%&2%	-16%&22%	5%&0%
CCOc1ccc(/C=N/NC(=O)C(OC)c2ccccc2)cc1 (centres undefined)
 : -6	1.7	-3%	3%	-1%	-11%	-6%	-3%
CC(C)NC(=O)C1CCN(C(=O)C(C(=O)c2ccccc2)n2cc(Cl)ccc2=O)CC1 (centres undefined)
 : .	0.7	0%	-10%	0%	1%	-22%	9%
CSc1nc(-c2ccccc2)nc(N2CCN(C)CC2)c1C(C)=O
 : 20	1.0	0%	-4%	-5%	-4%	-13%	-1%
COc1cccc(-c2nnc(SCCC(=O)O)n2C)c1
 : .	-1.5	2%	0%	8%	-5%	-1%	9%
Cc1ccc(Cn2nc(C)c(NC(=O)c3cc(-c4ccco4)on3)c2C)cc1
 : .	-0.6	-2%	-3%	1%	-9%	1%	0%
CNC(=S)N/N=C/c1ccc(-c2ccc(Cl)c([N+](=O)[O-])c2)o1
 : -11	-2.7	-1%	-2%	?	-21%	-4%	8%
CCN(Cc1ccccc1)C(=O)CSc1n[nH]c(N)n1
 : -2	0.9	1%	1%	-25%	-1%	1%	0%
c1ccc(-c2cc3ccccc3cn2)cc1
 : 0	-4.2	2%	5%	-2%	3%	-7%	-9%
CC(C)(C)c1ccc(C(=O)N/C(=C/c2cccs2)C(=O)NCc2ccco2)cc1
 : 14	1.9	-3%	-27%	-4%	7%	?	-1%
Cc1ccc(C(=O)CSc2nc3ccccc3c(=O)n2-c2ccccc2)s1
 : 1	-0.4	-1%	8%	8%	-6%	6%	3%
O=C(CN1CCN(Cc2ccccc2)CC1)NC(=O)NC1CCCCC1
 : -7	-1.9	-2%	1%	-1%	-4%	0%	-10%
